# Screens: PubChem, several laboratories
# SIAE inh – blocks human sialic acid acetylesterase; Q9HAT2; SIAE FP-Rh probe binding, fluorescence polarization; inhibition, % at 9.66 µM; hit rate 0.69% among 370,000;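 active = inhibition above a cutoff: mean of compounds within the control limits plus 3 SD of those, cut at about 17% in these data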;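 note: 0% = plate median of compound wells and 100% = probe without SIAE protein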
# PG9 binder – PG9 antibody binding by small molecule | hit rate 0.43% among 360,000 | TR-FRET gp120-PG9 antibody binding | inhibition, % at 6.7 µM; in the data active = inhibition above about 8.5%
# NR1D1 modulator – modulators of human Rev-erb alpha DNA binding; Rev-erbα–FITC-DNA binding, fluorescence polarization, 90 min; activity, % at 10 µM; hit rate 0.79% among 370,000; AID 1259318;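 active = activity above about 14%, limit read from the data; passing the limit was not always enough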;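 note: 0% = DMSO wells with 35 nM protein and 100% = DMSO wells with 750 nM protein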
# LEDGF integ inh – blocks HIV-1 LEDGF/p75-dependent DNA integration; TR-FRET IN-LEDGF/p75 DNA integration, Eu/Cy5; inhibition, % at 3.7 µM; hit rate 0.64% among 370,000; AID 743269;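 active = inhibition above the screen-wide mean plus 3 SD, cut at about 13% in these data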;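 note: signal is the Cy5 over europium emission ratio at 671 and 618 nm; 0% = plate median of compound wells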
# TCR CD3 inh – human TCR-CD3 binding inhibition; TAMRA-labeled TCR probe fluorescence, biochemical; inhibition, % at 9.4 µM; hit rate 0.37% among 360,000; in the data active = inhibition above about 19%;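 note: recombinant mutant TCR 2C K166C tagged with TAMRA read by polarization; 0% = receptor in buffer alone and 100% = receptor with positive control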
# ABHD4 inh – inhibitors of mouse ABHD4. purified mABHD4, FP-Rh probe fluorescence polarization. inhibition, % at 8.92 µM. hit rate 0.54% among 370,000;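 active = inhibition exceeding the mean over every tested compound plus 3 SD, cut at about 30% in these data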;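 note: 0% = plate median of compound wells and 100% = S159A mutant with DMSO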
# Target sequence (Q8VD66 whole entry, looked up): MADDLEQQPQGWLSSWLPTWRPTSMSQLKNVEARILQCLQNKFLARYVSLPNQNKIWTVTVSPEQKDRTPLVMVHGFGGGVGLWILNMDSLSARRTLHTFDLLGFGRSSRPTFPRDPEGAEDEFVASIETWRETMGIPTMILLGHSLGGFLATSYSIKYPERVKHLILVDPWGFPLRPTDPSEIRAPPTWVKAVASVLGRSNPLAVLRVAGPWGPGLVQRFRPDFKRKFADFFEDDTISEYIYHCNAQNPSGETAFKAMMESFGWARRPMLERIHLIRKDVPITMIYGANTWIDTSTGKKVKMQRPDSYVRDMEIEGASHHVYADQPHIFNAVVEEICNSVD
#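 Assay system: mouse ABHD4 enzyme, wild type / Also added: fluorescent activity-based probe FP-Rh / Doses: single nominal dose of 8.92 µM, 0.89% DMSO final / Timing: 45 min compound pre-incubation plus 60 min probe step, 25 °C / Signal: FP readout, ex 525 nm / em 598 nm / Control set: S159A mutant/DMSO as 100%, compound-well median as 0%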
# PRMT1 FP inh – blocks human protein arginine methyltransferase 1; hit rate 1.3% among 370,000; Q99873; inhibition, % at 2.79 µM; recombinant PRMT1, activity-based probe fluorescence polarization;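 active = inhibition above about 21% made by adding two undisclosed values, limit read from the data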
# rCAG RNA binder – molecules binding r(CAG) RNA repeats. r(CAG) RNA repeat, TO-PRO-1 dye displacement fluorescence. inhibition, % at 3 µM. hit rate 1.3% among 370,000;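 active = inhibition above the plate cutoff, the mean of all test compounds on that plate plus 3 SD, cut at about 35% in these data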;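 note: 0% = DMSO alone and 100% = 100 µM mitoxantrone as full dye displacement; higher means more dye released from RNA so lower well fluorescence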
# TDP2 absorb – TDP2 (human) inhibition, absorbance primary screen; AID 720702; recombinant TDP2, T5PNP hydrolysis, p-nitrophenol absorbance 415 nm; hit rate 0.34% among 370,000; O95551; inhibition, % at 12.8 µM;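 active = inhibition above the mean of all tested compounds plus 3 SD, set per campaign, cut at about 25% in these data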;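 note: 0% = DMSO with enzyme and 100% = buffer with substrate but no TDP2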
#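 Test system: Human TDP2 enzyme | Reagent: 5 mM T5PNP | Compound dosing: 12.8 µM single point, 1% DMSO | Incubation: Enzyme reaction with compound for 2 h at 37 °C | Technique: p-Nitrophenol epi absorbance | Read-out: % inhibition relative to enzyme-containing and enzyme-free wells | Benchmarks: High control without enzyme, low control DMSO plus TDP2 | Replicates: Singlicate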
# HTRA1 inhibitor – HTRA1 (human) protease inhibition; Q92743; hit rate 0.5% among 340,000; recombinant HTRA1, FP-rhodamine activity-based probe, fluorescence polarization; AID 504803; inhibition, % at 5.96 µM; in the data active = inhibition above about 36%;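 note: 0% = enzyme with DMSO and 100% = wells lacking enzyme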
# Target sequence (Q92743 whole entry, looked up): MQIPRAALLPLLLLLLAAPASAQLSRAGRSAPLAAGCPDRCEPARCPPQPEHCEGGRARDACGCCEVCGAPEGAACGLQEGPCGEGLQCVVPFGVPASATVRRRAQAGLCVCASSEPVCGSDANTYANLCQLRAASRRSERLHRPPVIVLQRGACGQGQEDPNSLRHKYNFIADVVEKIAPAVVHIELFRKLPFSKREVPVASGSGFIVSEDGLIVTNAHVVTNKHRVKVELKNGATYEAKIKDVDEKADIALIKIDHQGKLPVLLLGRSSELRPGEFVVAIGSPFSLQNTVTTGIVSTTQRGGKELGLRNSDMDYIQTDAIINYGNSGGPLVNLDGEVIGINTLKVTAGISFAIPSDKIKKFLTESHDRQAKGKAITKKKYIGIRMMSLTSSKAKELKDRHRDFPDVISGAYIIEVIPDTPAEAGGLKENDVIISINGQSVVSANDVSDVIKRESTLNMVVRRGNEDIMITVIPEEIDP
# Active calls of the source: *; x = not tested or not shown.
SMILES,SIAE inh,PG9 binder,NR1D1 modulator,LEDGF integ inh,TCR CD3 inh,ABHD4 inh,PRMT1 FP inh,rCAG RNA binder,TDP2 absorb,HTRA1 inhibitor
Cc1ccc(C)c(NC(=O)CCN2CCC(C)CC2)c1,16,-2.3,-2,0,4,-1,-3,-2,6,2
COc1ccc(-c2nn(C)c(=O)c3ccccc23)cc1NC(=O)Cn1nc(-c2ccccc2)c2ccccc2c1=O,-44,0.5,x,0,9,4,1,15,2,-52
CCOC(=O)c1cnc(-c2ccccc2)nc1Oc1ccc(OC)cc1,-4,-1.2,x,3,6,1,-2,-1,-2,-4
CC1CCCCC1NC(=S)Nc1ccc(Cl)cc1Cl (stereo not given),16,0.2,4,6,4,-4,-7,-1,-12,-9
O=C(CSc1ccsc1[N+](=O)[O-])NCc1ccco1,-4,0.3,-7,1,1,17,10,8,-4,3
CCN1CCCC1CNC(=O)CCc1nnc(CCC2CCCCC2)o1 (stereo not given),2,-0.2,-1,3,4,3,-3,-6,4,4
Cc1cc(/C=C\c2ccccc2)nc2ccccc12,-6,-2.2,6,-1,4,-16,-1,1,0,-29
Cc1ccccc1NC(=O)CSc1nnc(-c2ccco2)n1N,-6,-1.8,11,5,2,2,10,2,-4,-2
O=C(c1ccc(F)cc1)c1cn(Cc2ccc(F)cc2)c2cc3c(cc2c1=O)OCCO3,-1,3.9,-7,3,0,4,-2,6,-13,-23
Cc1ccc(-c2noc(CCCOc3ccc(Cl)cc3Cl)n2)cc1,-3,-1.1,1,1,1,-6,-3,8,3,-8

# The last three compounds of the part above come first, to join the parts:
SMILES,SIAE inh,PG9 binder,NR1D1 modulator,LEDGF integ inh,TCR CD3 inh,ABHD4 inh,PRMT1 FP inh,rCAG RNA binder,TDP2 absorb,HTRA1 inhibitor
Cc1ccccc1NC(=O)CSc1nnc(-c2ccco2)n1N,-6,-1.8,11,5,2,2,10,2,-4,-2
O=C(c1ccc(F)cc1)c1cn(Cc2ccc(F)cc2)c2cc3c(cc2c1=O)OCCO3,-1,3.9,-7,3,0,4,-2,6,-13,-23
Cc1ccc(-c2noc(CCCOc3ccc(Cl)cc3Cl)n2)cc1,-3,-1.1,1,1,1,-6,-3,8,3,-8
NC(=O)N1CCc2ccccc21,-2,0.2,6,-4,7,5,1,0,-8,-1
COC(=O)c1cc(NC(=O)/C=C/c2ccccc2)ccc1O,-2,-1.9,5,5,2,-11,-2,-2,3,x
NC(=O)c1c(NC(=O)c2ccc(F)cc2)sc2c1CCC2,-16,-0.6,0,-4,2,-5,4,19,-11,0
CCC(CC)C(=O)c1c[nH]c(C(=O)NCCOC)c1,-8,0.0,-3,-4,4,5,5,-4,9,-5
COC(=O)CN1C(=O)C(O)(CC(=O)c2ccc(C)o2)c2ccccc21 (stereo not given),-4,-2.7,-6,2,8,-2,-1,2,1,3
CCC(CC)C(=O)Nc1nnc(SCC(=O)NC(C)(C)C)s1,5,0.2,-3,1,9,0,3,-6,-7,11
CC(=O)NC12CC3CC(C1)CC(C(=O)OCC(=O)c1ccc4c(c1)OCCO4)(C3)C2,-4,0.1,-1,-2,1,-1,1,0,-9,5
CCOC(=O)c1sc(NC(=O)CSc2nnnn2-c2ccc(C)c(C)c2)nc1C,1,0.0,10,3,1,4,-5,5,6,-5
Cc1csc(SCC(=O)Nc2nc3ccccc3s2)n1,-10,-0.4,-3,3,4,-1,-2,-1,0,-14
O=C(Nc1nnc(C2=COCCO2)o1)c1ccc(S(=O)(=O)N2CCCCC2)cc1,1,-0.1,-4,1,7,-4,0,15,-1,5
Cc1ccnc(SCc2cc(=O)c(OC(=O)c3ccc(Br)o3)co2)n1,-1,-0.5,-4,-1,1,2,0,2,-11,-8
O=C1CN(C(=O)COC(=O)C2=COCCO2)c2ccccc2N1,-1,-0.7,-5,0,-4,-146,-2,1,6,0
Cc1cc2[nH]c(=O)c(=O)[nH]c2cc1S(=O)(=O)NC1CCC(C)CC1 (stereo not given),1,-1.0,-2,-4,-5,0,2,1,-15,2
O=C(N/N=C/c1sc(=O)n(-c2ccccc2)c1Cl)c1ccncc1,8,-1.2,-1,8,-6,7,-1,-2,7,9
Cn1cccc1Cc1nnc(SCC(=O)NC2CCCC2)n1-c1ccc(F)cc1,-6,1.3,4,3,2,4,1,6,-8,-27
N=C1S/C(=C\c2cn[nH]c2-c2ccc(F)cc2)C(=O)N1c1ccccc1F,-6,2.3,-4,-1,-1,-1,1,1,3,-5
Cc1ccc(-n2c(-c3ccc(Br)cc3)n[nH]c2=S)c(C)c1,-2,2.7,5,1,5,-2,12,20,1,1
O=C(c1sccc1-n1cccc1)N1CCCC1,-1,0.6,1,0,-1,4,1,0,8,-3
COc1cccc(C(=O)NCCCNC(=O)c2ccco2)c1,-6,0.7,0,-6,1,-12,8,9,-19,-2
CC(=O)NS(=O)(=O)c1ccc(NC(=S)NC(=O)Cc2ccccc2)cc1,-4,-0.8,-3,-2,3,0,1,-2,-4,0
O=C(Cc1ccc(F)cc1)N1CCN=C1SCc1ccc([N+](=O)[O-])cc1,5,-0.7,1,-1,-5,-4,5,8,-4,-1
Cc1ccc2nc(-c3ccc4c(c3)NC(=O)CO4)cn2c1,4,1.6,0,3,2,-4,0,6,25*,2
CCN(CC)CCN1C(=O)C(=O)/C(=C(/O)c2ccc(OC)c(OC)c2)C1c1ccccn1 (stereo not given),2,2.7,1,-4,2,-12,6,3,1,3
Cc1cccc(-c2nc(Nc3ccc(O)cc3)c3ccccc3n2)c1,17,-3.1,6,3,-1,12,0,26,-3,9
CCc1ccc(CNC(=O)C2CCCN(S(=O)(=O)N3CC(C)CC(C)C3)C2)cc1 (stereo not given),-6,-0.1,1,3,8,1,-2,-4,5,-2
Cc1[nH]c2ccccc2c1C(O)c1ccncc1 (stereo not given),-4,-1.5,-2,-3,7,2,0,0,-6,8
O=C(CN1CCCCC1)NCCNc1ccc(C(F)(F)F)cc1[N+](=O)[O-],-2,-1.5,-2,-1,-2,2,-2,-3,5,-9
CCCOP(=O)(c1ccc(N(C)C)cc1)C(O)c1ccncc1 (stereo not given),-3,-2.1,4,0,4,-4,-4,1,-9,0
Cc1ccc(SCc2cn3c(C)csc3n2)cc1,0,0.4,-6,1,-1,15,1,-3,6,-4
CCN1/C(=C/C(=O)c2ccco2)Sc2ccccc21,-4,-0.1,2,1,7,18,45*,5,-11,0
O=C(CSc1nc2ccccc2c(=O)n1-c1ccc(SC(F)F)cc1)Nc1ccc(N2CCOCC2)cc1,0,-1.1,0,-7,-3,4,4,3,-5,-42
CCCC(=O)N1CCC[C@]2(CC[C@H](CCC(C)=O)O2)C1,2,x,-7,1,x,-1,4,3,-2,x
Cc1ccnc(NC(=O)Cn2cc([N+](=O)[O-])cn2)c1,-1,-0.8,-2,2,6,0,0,-2,-5,4
COc1ccc(C(=O)CSc2n[nH]c(C)n2)cc1[N+](=O)[O-],8,-1.7,1,4,1,5,2,3,8,x
CCOc1ccc(CC(=O)Nc2cccc(-c3ccc4nnc(C)n4n3)c2)cc1,-5,0.2,2,-2,3,-5,-1,3,-5,-12
CS(=O)(=O)C1=C(O)C(=O)N(CCCC(=O)O)C1c1ccccc1F (stereo not given),0,-1.0,2,-1,3,-2,-2,0,7,-5
Clc1ccc(CN2C3=NCCN3c3ccccc32)cc1,5,3.1,-5,4,1,2,8,1,-2,6
COc1cc(C(=O)NCc2nnc(SCC(=O)NCc3ccco3)o2)cc(OC)c1OC,7,-0.1,1,-1,-3,1,-1,-1,7,-33
Cc1c2ccccc2c(C)c2c1ccc1ccccc12,1,1.0,3,6,-4,-8,-5,8,-8,-10
CC(=O)Nc1cc(-c2ccc(C(=O)N3CCOCC3)cc2)cn2c(-c3ccc(S(C)(=O)=O)cc3)cnc12,7,0.2,2,-5,9,0,3,8,-8,x
CCN(C(=O)c1ccc2c(OC)n(CC)nc2c1)c1ccc(OC)cc1,5,0.4,0,-2,1,-3,1,0,5,-3
O=C(Nc1ccc(-c2csnn2)cc1)C1CC1,-2,0.9,-6,-2,0,-20,4,-1,-7,-3
Cc1ccc(C(=O)OC(C)CN2CCOCC2)cc1 (stereo not given),3,-2.5,0,57*,-7,-2,5,-5,-3,7
COc1ccc(OC)c(C2C(C(=O)c3cccs3)=C(O)C(=O)N2CCN2CCOCC2)c1 (stereo not given),0,1.5,-5,-1,6,-1,2,5,22,-3
Cn1cnc2cc(NC(=O)c3cccs3)ccc21,-6,1.2,4,-5,2,-8,6,2,2,5
Cc1ccc(S(=O)(=O)Nc2ccccc2C=NNC(=O)c2ccncc2)cc1,-10,0.5,1,-4,-1,-10,3,7,-7,-3
O=C1CC2(CCN(C(=O)COc3ccccc3F)CC2)Oc2ccccc21,-3,-0.8,-1,4,2,-6,-2,-5,5,-2
CCOc1ccccc1C(c1c(O)nc(SC)[nH]c1=O)c1c(O)nc(SC)[nH]c1=O,-2,-1.3,-1,-2,-5,4,7,-1,10,x
O=C(COC(=O)c1cc(S(=O)(=O)N2CCCCC2)ccc1N1CCOCC1)NCCc1ccc(F)cc1,8,-1.6,7,0,6,5,-3,-3,6,-6
COc1ccccc1NC(=O)Oc1cccc(OC(=O)c2ccccc2)c1,-2,-0.6,-2,-4,0,2,3,4,-10,-5

# The listing continues:
SMILES,SIAE inh,PG9 binder,NR1D1 modulator,LEDGF integ inh,TCR CD3 inh,ABHD4 inh,PRMT1 FP inh,rCAG RNA binder,TDP2 absorb,HTRA1 inhibitor
C#CCOCCOCCOCCNc1nc(N2CCN(C(=O)Cn3cc(CCCN=C(N)N)nn3)CC2)nc(N2CCN(C(=O)[C@H](C)n3cc(CCCN=C(N)N)nn3)CC2)n1,4,-0.9,-1,2,7,4,2,6,10,2
COc1ccc(Cn2ccc(=O)c(Cc3c(Cl)cccc3Cl)c2C)cc1,2,1.4,-4,3,-7,-4,-1,-4,4,-7
COc1cccc(N(CC(=O)NC2CCCCC2)C(=O)c2snc(C(N)=O)c2N)c1,2,0.0,2,-1,0,0,-2,7,-12,-5
CN(CCO)c1cccc2c1S(=O)(=O)N(Cc1cn(Cc3ccc(Cl)cc3)nn1)Cc1ccccc1O2,1,x,2,-3,x,4,-2,4,-4,x
CCOC(=O)/C(=C/C=C/c1ccccc1)NC(=O)c1ccccc1,-4,-3.4,0,1,-7,-6,1,1,10,-10
CC(Oc1ccc2c(-c3ccccc3)cc(=O)oc2c1)C(=O)N[C@H](Cc1c[nH]c2ccccc12)C(=O)O (stereo not given in full),2,-0.8,3,3,-6,-2,-6,31,7,0
CCN(CC)c1ccc(NC(=O)CCCOc2cccc(C)c2)cc1,1,-0.1,-4,2,-2,6,2,-11,-11,-5
CCc1ccc(CN(C)C(=O)c2ccc3c(=O)n4c(nc3c2)CCC4)cc1,-3,0.7,-9,3,8,-8,3,-5,7,1
O=S(=O)(NCc1cccs1)c1ccc(Cl)s1,-2,0.7,-7,-5,-4,3,4,-4,11,-6
Cc1cc(C(=O)NC2CCCc3ccccc32)ccc1[N+](=O)[O-] (stereo not given),12,-1.0,5,0,-5,-8,1,6,12,-10

# A portion of the library; rates above refer to the full screens.
